Bioassay records: PubChem BioAssay, Broad Institute
ARNT-TACC3 inh: disrupts binding between human ARNT and TACC3; Q9Y6A5; AlphaScreen His-ARNT PAS-B/GST-TACC3 binding, luminescence; TACC3 fragment carries E629A point mutation; inhibition, % at 9.99 µM; 0.66% of 390,000 active; AID 623870;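 active = mean inhibition of replicates at least 50% and at least half of replicates each reaching 50%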;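 also: 0% = complete ARNT plus TACC3 wells and 100% = ARNT alone without TACC3; many hits fall short of the cut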
PglD DTNB: inhibitors of Campylobacter jejuni PglD acetyltransferase; inhibition, % at 12.5 µM; 0.098% of 360,000 active; purified PglD enzyme, DTNB colorimetric CoA detection; AID 602405; in the data active = inhibition above about 16%, passing the limit was not always enough; also: strong numbers were not always called active
INS-1E GSIS act: GLuc luminescence reporter in INS-1E cells, primary screen for activators of glucose-dependent secretion of insulin | INS-1E GLuc reporter insulin secretion, 2-3 h | activation, % at 16.6 µM | 0.61% of 370,000 active | AID 743287;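 active = lowest replicate activation of at least 40%, so every replicate reaches that level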;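 also: 0% = median of neutral control wells and 100% = median of IBMX positive control wells; some compounds called inactive have numbers as strong as hits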
PAX8 inh HTS: PAX8 transcriptional activity inhibition; RMG-I TPO-luciferase reporter, SteadyGlo, 24 h; inhibition, % at 12.6 µM; 1.2% of 360,000 active;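 active = mean replicate inhibition at least 60% with every replicate also reaching 60%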;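 also: luciferase light reporting Pax8 driven TPO promoter activity; plate controls were median of neutral control wells for no effect and mitoxantrone controls for full effect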
PGC1a acetyl inh: lowers PGC1a acetylation signal in U2OS cells. AID 651687. 0.17% of 350,000 active. inhibition, % at 15.6 µM. AlphaScreen anti-acetyl-lysine; with virally co-expressed GCN5 acetyltransferase;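 active = every replicate shows inhibition of at least 40%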;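 also: 0% = neutral control wells and 100% = positive control wells; some results beyond the cut were filed as inactive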
Statin myotox sup: protects C2C12 myotubes from simvastatin toxicity. rescue of ATP level, % at 7.49 µM. 0.78% of 330,000 active. ATP luminescence, 48 h; scaled: DMSO 0, geranylgeraniol control 100;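 active = mean ATP rescue above about 67%, or every replicate alone reaching that limit, limit read from the data, passing the limit was not always enough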;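 also: myotubes were challenged with 10 µM simvastatin during compound exposure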
LGR2 antag: Drosophila LGR2 receptor signaling inhibition | HEK293 LGR2, CRE-luciferase, bursicon-stimulated, 4 h | inhibition, % at 9.99 µM | 0.35% of 380,000 active | AID 720647;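 active = drop in luminescence signal, shown as inhibition above about 50% in the replicate tests, limit read from the data, passing the limit was not always enough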;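 also: agonist challenge used bursicon conditioned medium at about half maximal strength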
Cneo AK release: causes C. neoformans cell lysis; 0.2% of 360,000 active; adenylate kinase release luminescence, 4 h; normalised: neutral wells 0, clomiphene wells 100; lysis activity, % at 15 µM;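 active = mean lysis activity across replicates of at least 80%, whatever share of replicates individually reach that level; inactive = mean lysis activity below 80%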
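Test system: log-phase Cryptococcus neoformans yeast cells; Quantity: yeast cell density of 5 × 10^6 cells/mL; Buffer or medium: YPD; Doses: single compound concentration per well; Timing: 4 h at 37 °C static, read 1 h later; Measured by: AK luminescence; Read-out basis: lysis from increased AK signal; Control set: Clomiphene as positive control.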
The depositor's hits bear a star.

A first look:
Cc1cc([N+](=O)[O-])nn1CC(=O)Nc1ccc(Cl)cn1 was read as ARNT-TACC3 inh -1, INS-1E GSIS act -2, PAX8 inh HTS -21, PGC1a acetyl inh 0, Statin myotox sup 8 and LGR2 antag 1.
`O=C(Cc1ccccn1)NCC[C@@H]1CC[C@@H](NC(=O)c2ccccc2F)[C@@H](CO)O1` gave ARNT-TACC3 inh -2, PglD DTNB -1, INS-1E GSIS act 19, PAX8 inh HTS 7, PGC1a acetyl inh -2, Statin myotox sup 4, LGR2 antag -4 and Cneo AK release 30.
For Cc1ccc(-n2c(N)cc(=O)nc2SCC(=O)N2CCN(c3ccccc3)CC2)cc1C the results were ARNT-TACC3 inh 3, PglD DTNB 0, INS-1E GSIS act -4, PAX8 inh HTS -10, PGC1a acetyl inh -4, Statin myotox sup -3, LGR2 antag -4 and Cneo AK release 3.
CN1c2ccc(C#Cc3cccnc3)cc2[C@@H]2[C@@H](CCN2S(=O)(=O)c2cccc(F)c2)[C@H]1CO was read as ARNT-TACC3 inh -7, PglD DTNB -1, INS-1E GSIS act 20, PAX8 inh HTS 9, PGC1a acetyl inh -8, Statin myotox sup -57, LGR2 antag 1 and Cneo AK release 65.
Screening O=C(NC1CCN(S(=O)(=O)c2cccc(F)c2)CC1)c1cccc(F)c1 returned ARNT-TACC3 inh -2, PglD DTNB 5, INS-1E GSIS act -8, PAX8 inh HTS -38, Statin myotox sup 6, LGR2 antag 19 and Cneo AK release -2.

All compounds of this part, from the first entry:
Cc1cc([N+](=O)[O-])nn1CC(=O)Nc1ccc(Cl)cn1 was read as ARNT-TACC3 inh -1, INS-1E GSIS act -2, PAX8 inh HTS -21, PGC1a acetyl inh 0, Statin myotox sup 8 and LGR2 antag 1.
`O=C(Cc1ccccn1)NCC[C@@H]1CC[C@@H](NC(=O)c2ccccc2F)[C@@H](CO)O1` gave ARNT-TACC3 inh -2, PglD DTNB -1, INS-1E GSIS act 19, PAX8 inh HTS 7, PGC1a acetyl inh -2, Statin myotox sup 4, LGR2 antag -4 and Cneo AK release 30.
For Cc1ccc(-n2c(N)cc(=O)nc2SCC(=O)N2CCN(c3ccccc3)CC2)cc1C the results were ARNT-TACC3 inh 3, PglD DTNB 0, INS-1E GSIS act -4, PAX8 inh HTS -10, PGC1a acetyl inh -4, Statin myotox sup -3, LGR2 antag -4 and Cneo AK release 3.
CN1c2ccc(C#Cc3cccnc3)cc2[C@@H]2[C@@H](CCN2S(=O)(=O)c2cccc(F)c2)[C@H]1CO was read as ARNT-TACC3 inh -7, PglD DTNB -1, INS-1E GSIS act 20, PAX8 inh HTS 9, PGC1a acetyl inh -8, Statin myotox sup -57, LGR2 antag 1 and Cneo AK release 65.
Screening O=C(NC1CCN(S(=O)(=O)c2cccc(F)c2)CC1)c1cccc(F)c1 returned ARNT-TACC3 inh -2, PglD DTNB 5, INS-1E GSIS act -8, PAX8 inh HTS -38, Statin myotox sup 6, LGR2 antag 19 and Cneo AK release -2.
CN(C)CC1CCCCC1OC(=O)/C=C/c1ccc(Cl)cc1Cl (configuration not stated) was read as ARNT-TACC3 inh 12, INS-1E GSIS act -27, PAX8 inh HTS -14, PGC1a acetyl inh 11 and LGR2 antag -21.
Screening CCOC(=O)C[C@H]1c2ccc(C(F)(F)F)cc2S(=O)(=O)N1Cc1ccccc1 returned ARNT-TACC3 inh -1, PglD DTNB -4, INS-1E GSIS act -31, PAX8 inh HTS 6, PGC1a acetyl inh 2, Statin myotox sup 7, LGR2 antag 4 and Cneo AK release 4.
`COc1cccc(C2CC(=O)Nc3c2c(=O)[nH]c2ncnn32)c1` (configuration not stated) gave ARNT-TACC3 inh -2, INS-1E GSIS act 4, PAX8 inh HTS 5, PGC1a acetyl inh 11 and LGR2 antag -2.
Cc1ccc(S(=O)(=O)NCCNS(=O)(=O)c2ccccc2Br)cc1 was read as ARNT-TACC3 inh -3, PglD DTNB 5, INS-1E GSIS act 4, PAX8 inh HTS 10, PGC1a acetyl inh 3, Statin myotox sup 11, LGR2 antag 18 and Cneo AK release -2.
Cc1ccc(-c2cc(C(=O)O)c3ccccc3n2)c(C)c1 was read as ARNT-TACC3 inh 2, PglD DTNB -1, INS-1E GSIS act 13, PAX8 inh HTS -37, PGC1a acetyl inh 4, Statin myotox sup 12, LGR2 antag 5 and Cneo AK release -3.
Screening CCOc1ccc(NC(=O)CCCNC(=O)Cn2cnc3sc(C)c(C)c3c2=O)cc1 returned ARNT-TACC3 inh -7, PglD DTNB 0, INS-1E GSIS act 1, PAX8 inh HTS 14, Statin myotox sup 1, LGR2 antag -2 and Cneo AK release -1.
For CC(C)CC#Cc1ccc2c(c1)O[C@@H](CN(C)C(=O)NC(C)C)[C@H](C)CN([C@H](C)CO)S2(=O)=O the results were ARNT-TACC3 inh 12, PglD DTNB -3, INS-1E GSIS act -27, PGC1a acetyl inh -3, Statin myotox sup 1, LGR2 antag -19 and Cneo AK release -3.
`CCOC(=O)c1csc(NC(=O)CN2CCN(C)CC2)n1` gave ARNT-TACC3 inh 0, PglD DTNB -6, INS-1E GSIS act -2, PAX8 inh HTS 5, Statin myotox sup 7, LGR2 antag -1 and Cneo AK release -1.
For C[C@@H]1CN([C@@H](C)CO)S(=O)(=O)c2ccc(C#C[C@@H](C)O)cc2O[C@@H]1CN(C)C(=O)CN(C)C the results were ARNT-TACC3 inh 4, PglD DTNB 1, INS-1E GSIS act 0, PGC1a acetyl inh 12, Statin myotox sup 1, LGR2 antag 20 and Cneo AK release -5.
For COc1ccc(NC(=O)/C(=C\c2ccc(OS(=O)(=O)c3ccc(C)cc3)cc2)NC(=O)c2ccccc2)cc1 the results were ARNT-TACC3 inh 13, PglD DTNB -17, PGC1a acetyl inh 4, Statin myotox sup -11 and Cneo AK release -1.
For CCn1cc(/C=C(\NC(=O)c2ccc(OC)c(OC)c2)C(=O)NCCCO)c2ccccc21 the results were ARNT-TACC3 inh 0, INS-1E GSIS act 6, PAX8 inh HTS 20, PGC1a acetyl inh 0 and LGR2 antag 19.
`Cc1cc(C)cc(NS(=O)(=O)c2ccc(NC(=S)NC(=O)c3cccs3)cc2)c1` gave ARNT-TACC3 inh -5, PglD DTNB 2, INS-1E GSIS act -28, PGC1a acetyl inh -7, LGR2 antag 39 and Cneo AK release 3.
CNc1snc(C)c1C(=O)OCC(=O)NCc1ccccc1OC was read as INS-1E GSIS act 1, PAX8 inh HTS 2, PGC1a acetyl inh 10, Statin myotox sup -5 and LGR2 antag 1.
For CNC(=O)CSCc1cnn(-c2ccccc2)c1-n1cccc1 the results were ARNT-TACC3 inh -10, PglD DTNB -2, PAX8 inh HTS 1, PGC1a acetyl inh 3, Statin myotox sup -5 and Cneo AK release 0.
For O=C(CC1SC(=O)N(Cc2ccccc2Cl)C1=O)Nc1nccs1 (configuration not stated) the results were ARNT-TACC3 inh -11, PglD DTNB 7, INS-1E GSIS act -6, PAX8 inh HTS 1, PGC1a acetyl inh 16, LGR2 antag 9 and Cneo AK release -2.
Cc1ccccc1C(N)c1ccncc1 (configuration not stated) was read as ARNT-TACC3 inh 2, PglD DTNB 4, INS-1E GSIS act 4, PAX8 inh HTS -5, PGC1a acetyl inh 8, Statin myotox sup -2, LGR2 antag 11 and Cneo AK release -2.
For CCN(CC)c1ccc(NC(=O)c2cc3ccccc3o2)c(C)c1 the results were ARNT-TACC3 inh -3, PglD DTNB -6, INS-1E GSIS act -14, PGC1a acetyl inh -25, Statin myotox sup 159* and Cneo AK release 0.
For CCN(CC(=O)NCC1CCCO1)S(=O)(=O)c1ccc2ccccc2c1 (configuration not stated) the results were ARNT-TACC3 inh -3, PglD DTNB -1, PAX8 inh HTS 7, PGC1a acetyl inh -12, Statin myotox sup 4 and Cneo AK release -3.
Cc1cc(=O)[nH]c(-n2[nH]c3c(c2=O)CCCC3)n1 was read as ARNT-TACC3 inh 58*, PglD DTNB -5, PGC1a acetyl inh 15, Statin myotox sup 0 and Cneo AK release 1.
Screening O=C(Nc1cccc(Cl)c1)N1C[C@H]2[C@@H](c3ccccc31)[C@H](CO)N2C(=O)c1ccncc1 returned ARNT-TACC3 inh 1, PglD DTNB -1, INS-1E GSIS act -4, PAX8 inh HTS -9, PGC1a acetyl inh 0, Statin myotox sup 5, LGR2 antag 2 and Cneo AK release -3.
For Cc1cc(C(=O)NNc2c(Cl)cccc2Cl)no1 the results were ARNT-TACC3 inh -5, PglD DTNB 5, PAX8 inh HTS -8, PGC1a acetyl inh 5, Statin myotox sup 13 and Cneo AK release -2.
`CCOC(=O)c1oc2ccc(CNC3CCCCC3)c(Cl)c2c1C` gave ARNT-TACC3 inh 3, PglD DTNB 6, Statin myotox sup 0 and Cneo AK release -2.
Nc1cc2c(cc1[N+](=O)[O-])OCCO2 was read as ARNT-TACC3 inh 0, PglD DTNB 4, INS-1E GSIS act 16, PAX8 inh HTS -9, PGC1a acetyl inh 10 and LGR2 antag -19.
`Cc1ncc([N+](=O)[O-])n1CC(C)O` (configuration not stated) gave ARNT-TACC3 inh -3, PglD DTNB -4, PAX8 inh HTS -1, Statin myotox sup 2 and Cneo AK release 0.
CCCCn1c(SCC(=O)N2c3ccccc3CCc3ccccc32)nc2c1c(=O)n(C)c(=O)n2C was read as ARNT-TACC3 inh -12, PglD DTNB -3, PGC1a acetyl inh 6, Statin myotox sup 1 and Cneo AK release 0.
`Cc1ccc(S(=O)(=O)N2CCN(C(=O)c3ccc(S(=O)(=O)N4CCCC4)cc3)CC2)cc1` gave ARNT-TACC3 inh -5, PglD DTNB -1, PAX8 inh HTS 2, PGC1a acetyl inh 1, Statin myotox sup 10, LGR2 antag 11 and Cneo AK release -1.
`O=C(N[C@@H]1CC[C@H](CCNC(=O)C2CCC2)O[C@H]1CO)c1ccncc1` gave ARNT-TACC3 inh -9, PglD DTNB -3, INS-1E GSIS act 2, PAX8 inh HTS -5, PGC1a acetyl inh 8, Statin myotox sup -3, LGR2 antag 5 and Cneo AK release 56.
`COc1ccc(Nc2ccc([N+](=O)[O-])c3nonc23)c(OC)c1` gave ARNT-TACC3 inh 4, PglD DTNB 1, INS-1E GSIS act 22, PAX8 inh HTS -38, PGC1a acetyl inh 1, Statin myotox sup 0, LGR2 antag 5 and Cneo AK release 0.
`Cc1cc(N=Cc2c(O)n(-c3cccc(Cl)c3)c(=O)c3ccccc23)no1` gave ARNT-TACC3 inh -2, PglD DTNB -6, INS-1E GSIS act -25, PAX8 inh HTS 26, PGC1a acetyl inh 1, Statin myotox sup 5, LGR2 antag 9 and Cneo AK release 1.
For Cc1cc(C)c(C)c(OCC(=O)N2CCOCC2)c1 the results were ARNT-TACC3 inh -7, PglD DTNB -4, INS-1E GSIS act 4, PGC1a acetyl inh -2, Statin myotox sup -3, LGR2 antag 11 and Cneo AK release 20.
For COC(=O)C1=C(C(=O)OC)C(c2cc(Cl)ccc2O)c2sc(=O)[nH]c2S1 (configuration not stated) the results were ARNT-TACC3 inh 4, PglD DTNB -5, PGC1a acetyl inh -4 and Cneo AK release 3.
COc1ccc(Cc2nnc(N/N=C/c3ccc(N(C)C)cc3)[nH]c2=O)cc1OC was read as ARNT-TACC3 inh -6, INS-1E GSIS act 11, PAX8 inh HTS -9, Statin myotox sup -2 and LGR2 antag -12.
`O=[N+]([O-])c1ccccc1NS(=O)(=O)c1ccccc1` gave PglD DTNB -1, PAX8 inh HTS 5, PGC1a acetyl inh -1, Statin myotox sup 1, LGR2 antag -10 and Cneo AK release 4.
For O=S(=O)(c1ccc(-c2ccon2)s1)N1CCN(CCN2CCOCC2)CC1 the results were ARNT-TACC3 inh 0, PglD DTNB -4, PAX8 inh HTS 3, PGC1a acetyl inh 3, Statin myotox sup -6 and Cneo AK release 0.
